TGFb SMAD3 inh: TGF-b pathway inhibition. Potency, µM (series often up to 46.1 µM), for inactives: at the highest dose activity, negative = inhibition, hits mostly inhibitors. hit rate 1.2% among 410,000. HepG2 CAGA-GFP TGF-b/SMAD3 reporter, GFP fluorescence, 18 h; TGF-beta stimulated, 500 pg/mL final. AID 588855; also: potency is read from the fitted curve at half-maximal effect; % is scaled to controls: 0 for no effect and ±100 for the full control effect; nearly all actives have a fitted effect of over 65% in size
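GFP signal (ex488/em500-530) from TGF-beta-stimulated HEPG2 CAGA-GFP cells, 500 pg/mL final, 18 h at 37 degrees C in DMEM plus 1% FBS, normalized to unstimulated and DMSO-stimulated controls.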
Nrf2 ARE act: activates Nrf2 signaling; hit rate 0.31% among 410,000; AREc32 ARE-luciferase reporter (MCF7-derived line), luminescence, 24 h; Potency, µM (highest dose often 46.1 µM), for inactives: at the highest dose activation, most hits filed as activators; also: potency is read from the fitted curve at half-maximal effect; % of control where 0% means no effect; nearly all actives have a fitted effect of over 65% in size
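AREc32_Fluc, 1000 cells/well, OPTI-MEM + 5% FBS, o/n 37 deg C 5% CO2; 23 nL cpd by pin tool, 24 hr; Steady-Glo 30 min RT, luminescence.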
Nrf2 block: Nrf2 pathway inhibition. AID 504444. Potency, µM (doses to about 46 µM), without a hit: top-dose activity change, negative = inhibition, actives largely listed as inhibitors. hit rate 2.1% among 360,000. A549 ARE-Fluc reporter, luciferase luminescence, 18-24 h; also: potency is read from the fitted curve at half-maximal effect; % is scaled to controls: 0 for no effect and ±100 for the full control effect; nearly all actives have a fitted effect of over 60% in size
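Concentration-response testing used A549 ARE_Fluc cells at 5000 cells/well. Following an 18-24 h compound incubation, viability was read by fluorescence (Ex 405/Em 525) and luciferase output by luminescence.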
EPAC2 antagonist: blocks human EPAC2 exchange factor. hit rate 0.18% among 360,000. EPAC2 GEF exchange of Rap1B-BODIPY-GDP, fluorescence. AID 720708. Potency, µM (titrated, usually from 114 µM), without a hit: top-dose activity, negative = inhibition, actives largely listed as inhibitors. Q8WZA2; also: potency is read from the fitted curve at half-maximal effect; % is scaled to controls: 0 for no effect and ±100 for the full control effect; nearly all actives have a fitted effect of over 45% in size; many of its hits are not listed in these tables
Target sequence (Q8WZA2 whole entry, looked up): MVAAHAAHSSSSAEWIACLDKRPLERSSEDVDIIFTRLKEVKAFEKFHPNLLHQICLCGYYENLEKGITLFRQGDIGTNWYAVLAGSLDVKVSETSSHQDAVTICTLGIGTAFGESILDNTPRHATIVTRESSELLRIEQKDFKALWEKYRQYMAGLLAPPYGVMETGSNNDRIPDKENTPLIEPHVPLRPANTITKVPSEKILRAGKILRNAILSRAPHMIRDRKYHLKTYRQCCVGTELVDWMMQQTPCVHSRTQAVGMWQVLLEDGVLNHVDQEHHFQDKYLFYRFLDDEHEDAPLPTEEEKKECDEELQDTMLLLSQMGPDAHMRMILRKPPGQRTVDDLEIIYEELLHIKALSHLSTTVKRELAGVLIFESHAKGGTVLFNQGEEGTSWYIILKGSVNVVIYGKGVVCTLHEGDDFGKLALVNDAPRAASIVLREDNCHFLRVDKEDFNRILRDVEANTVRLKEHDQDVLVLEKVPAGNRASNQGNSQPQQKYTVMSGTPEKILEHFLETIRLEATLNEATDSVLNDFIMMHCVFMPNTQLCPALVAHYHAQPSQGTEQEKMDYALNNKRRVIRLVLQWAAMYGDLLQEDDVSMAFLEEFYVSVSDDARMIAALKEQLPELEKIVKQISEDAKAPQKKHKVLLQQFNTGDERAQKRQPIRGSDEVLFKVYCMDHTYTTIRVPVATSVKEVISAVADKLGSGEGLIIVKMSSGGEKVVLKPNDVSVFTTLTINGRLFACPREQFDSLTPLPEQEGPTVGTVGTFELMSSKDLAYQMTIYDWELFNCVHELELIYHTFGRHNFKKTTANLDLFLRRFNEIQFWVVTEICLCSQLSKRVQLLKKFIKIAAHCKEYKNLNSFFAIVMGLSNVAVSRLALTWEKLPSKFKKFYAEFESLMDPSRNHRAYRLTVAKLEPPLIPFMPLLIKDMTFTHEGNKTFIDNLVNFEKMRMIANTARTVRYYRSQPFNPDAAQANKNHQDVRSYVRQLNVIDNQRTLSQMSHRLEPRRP
EPAC2 agonist: EPAC2 (human) agonism; Q8WZA2; EPAC2 activation, biochemical qHTS; response scale: 100% = 6.5 mM cAMP response; Potency, µM (highest dose often 154 µM), for the others: at the highest dose activation, usual class: activators; hit rate 0.079% among 360,000; also: potency is read from the fitted curve at half-maximal effect; nearly all actives have a fitted effect of over 50% in size
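Setup: EPAC2 100 nM, labeled Rap1B complex 250 nM, free GDP 50 uM. Compound titrations pinned in, brief spin, 5 min room temperature incubation. Kinetic fluorescence read over 30 min, normalized to 6.5 mM cAMP.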
pAkt inh: inhibitors of Akt phosphorylation. Neuro2A IGF-stimulated pAkt S473 HTRF, 20 min; active compounds read low. activity change, % for hits at 50 µM. hit rate 0.32% among 360,000; in the data active = activity change below about -80%; inconclusive = mostly about -51% to -80%; also: % is scaled to controls: 0 for no effect and ±100 for the full control effect
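Neuro2A cells (4,500/well, DMEM with 0.5% FBS) were treated with compound at a single 50 µM final concentration, stimulated with 6 nM IGF for 20 min at 37 °C, and lysed. Phospho-Akt Ser473 was read by HTRF as 665/615 ratio ×10^4.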
MmCpn inh: M. maripaludis TRiC chaperonin inhibition; Potency, µM (titrated, usually from 76.9 µM), without a hit: top-dose activity, negative = inhibition, actives largely listed as inhibitors; hit rate 0.031% among 330,000; purified Mm-Cpn ATPase, ADP Transcreener TR-FRET; AID 504842; also: potency is read from the fitted curve at half-maximal effect; % is scaled to controls: 0 for no effect and ±100 for the full control effect; nearly all actives have a fitted effect of over 80% in size
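ATPase turnover read by TR-FRET ADP competition (Eu cryptate antibody/ADP-d2, 665/590 nm): 10uM ATP final, 25nM Mm-CPN final, 30 min 37degC after 10-min compound preincubation, pH 7.4 Tris/KCl/MgCl2/DTT buffer.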
A549 viability: A549 cytotoxicity, counter-screen for Nrf2 inhibitors. hit rate 0.16% among 390,000. A549 ARE-Fluc cells, CellTiter-Fluor viability, 18-24 h. Potency, µM (titrated, usually from 46 µM), inactives show top-dose activity change, negative = cytotoxicity, actives largely listed as inhibitors; also: potency is read from the fitted curve at half-maximal effect; % is scaled to controls: 0 for no effect and ±100 for the full control effect
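A549 ARE_Fluc cells in 5% FBS OPTI-MEM were exposed to compounds in concentration-response for 18-24 h at 37 deg C. Viability was read by CellTiter-Fluor fluorescence (Ex 405/Em 525) after 30 min, before the luciferase read.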
CCT modulator: cytosolic chaperonin activity modulation | purified chaperonin ATPase assay, HTRF ADP detection, 30 min | activity change, % (concentration not given with the values), hits read low | hit rate 0.3% among 360,000 | AID 651819; in the data active = activity change below about -30%; also: % is scaled to controls: 0 for no effect and ±100 for the full control effect
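TRiC (40 or 20 nM final, by batch activity) in 30 mM Tris pH 7.4, 100 mM KCl, 5 mM MgCl2, 1 mM DTT was treated with compound at 76 uM single dose, then 10 uM ATP, 30 min at 37 °C. ADP was read by HTRF Transcreener.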
The depositor's hits bear a star; i = inactive; ? = inconclusive; · = no result given; [ ] = dose if it differs, or a comment. Unless noted, calls follow the shape of the dose curve; as a rule, active = well fitted curve in the direction sought with a large enough effect; inconclusive = small, poorly fitted or top-dose-only effect, or another doubt; inactive = no such curve, though single readings can be large; an effect the other way counts as inactive or inconclusive.

structure	Nrf2 block	A549 viability	pAkt inh	Nrf2 ARE act	MmCpn inh	EPAC2 agonist	CCT modulator	EPAC2 antagonist	TGFb SMAD3 inh
COc1ccc(C)cc1Nc1nc2c(S(=O)(=O)c3cccc(Cl)c3)nnn2c2ccsc12	16%	1%	·	2.1%	·	·	·	·	0%
CC[C@@H](C)C(C(=O)N1CCN(C(=O)OC(C)(C)C)CC1)n1cc(-c2cn([C@@H](C)C(=O)N3CCN(C(=O)OC(C)(C)C)CC3)nn2)nn1 (some centres undefined)	-9%	-5%	i	-0.1%	3%	-12%	-1.8	-14%	16%
CCn1ncc(CN2CCCC(C(=O)Nc3cccc(-c4cc5ccccc5[nH]4)c3)C2)c1C (centres undefined)	-18%	-12%	i	0.2%	2%	7%	-1.7	1%	?
COC(=O)CNc1n[nH]c(=S)[nH]c1=O	1%	-6%	i	0.1%	?	-7%	-0.2	5%	27%
COc1ccc(S(=O)(=O)N2CCC3(CC2)OCCN3S(=O)(=O)c2c(C)cc(C)cc2C)cc1	-19%	3%	i	0.4%	-1%	3%	-2.0	19%	3%
CCCn1c(=N)c(C(=O)NCc2cccnc2)cc2c(=O)n3ccccc3nc21	7%	?	·	0.2%	·	·	·	·	-3%
COc1ccc(-n2cc(C(=O)NCc3ccccc3)c3ccccc3c2=O)cc1	11%	5%	·	2.4%	·	·	·	·	-6%
CCOP(=O)(OCC)C(NC(=O)C(F)(F)F)c1ccccc1 (centres undefined)	-1%	-2%	i	-0.8%	1%	5%	-1.1	-10%	?
CCOC1=NN(c2ccc(Cl)cc2)C(=O)/C1=C\N(C)C	21%	1%	i	0.3%	-8%	-10%	3.1	-9%	-3%
CCCS(=O)(=O)c1c(S(=O)(=O)CCC)c2cc(C(C)(C)C)ccn2c1C(=O)c1ccc(C)cc1	-12%	8%	·	0.3%	·	·	·	·	9%
COc1cc(/C=C2/SC(=S)N(CC(=O)NC(C)(C)C)C2=O)cc(OC)c1OC	-20%	0%	i	7.7%	2%	-8%	-3.1	-16%	-7%
COc1ccc(CCc2cc(OC)cc(=O)o2)cc1	12%	2%	i	-1.4%	0%	3%	-1.9	-9%	10%
CN(C)c1nc(NC(C)(C)C)nc(NC(C)(C)C)n1	7%	-7%	i	-0.5%	0%	-3%	-0.6	1%	8%
COc1ccc(NC(=O)C2(C)Cc3c(-c4cccc(NC(C)=O)c4)ccnc3O2)cc1OC (centres undefined)	·	·	·	2.6%	·	0%	-0.7	-15%	23%
COc1cc(/C=C2\CC/C(=C\c3cc(OC)c(O)c(OC)c3)C2=O)cc(OC)c1O	16µM*	?	i	-1.0%	-1%	7%	-1.7	-11%	?
O=C1[C@@H](Oc2ccccc2)[C@@H](c2ccncc2)N1c1ccccc1	4%	-5%	i	0.4%	-1%	7%	0.4	-8%	?
Cc1cc(-n2c(C)cc(C(=O)CSc3nncn3C(C)C)c2C)no1	12%	8%	i	0.0%	0%	0%	3.0	12%	?
OCC[C@H]1C[C@@H](O)[C@H](O)[C@]2(Cc3ccccc3O2)O1	-5%	-4%	i	-0.5%	3%	10%	-0.6	9%	21%
Cc1cccc(C(=O)NNS(=O)(=O)c2ccc(F)cc2)c1	?	0%	i	-0.1%	1%	-3%	1.6	-11%	10%
O=S(=O)(c1cnccc1N1CCN(/N=C/c2ccc(Br)cc2)CC1)N1CCCCC1	·	2%	i	0.6%	0%	10%	-1.7	6%	7%
NNC(=O)c1[nH]c2ccccc2c1-c1ccccc1	?	-1%	i	4.9%	-2%	13%	0.4	-12%	?
N#CCc1nc(C(c2ccccc2)c2ccccc2)no1	1%	-2%	i	-0.2%	-7%	3%	-3.7	-8%	40%[activator]
Cc1c(N2C(=O)CS/C2=N\N=C\c2ccccc2O)c(=O)n(-c2ccccc2)n1C	0%	-3%	i	0.3%	-2%	6%	0.2	-5%	10%
CC(=O)Oc1ccccc1C1C[C@]2(C)CC(=O)NC2N1C(C)=O (some centres undefined)	0%	-1%	i	-0.8%	2%	10%	-2.3	6%	-7%
O=C(NCc1ccccc1)c1csc(-c2cccnc2)n1	?	-4%	i	-1.2%	-6%	6%	3.5	-2%	17%
COc1ccc(C(=O)C(C)OC(=O)C2CC3CCCC(C2)C3=O)cc1 (centres undefined)	·	·	i	-0.3%	·	1%	0.4	-10%	-29%
CCN1CCCC1CNC(=O)c1cc2ccc(OC)cc2[nH]1 (centres undefined)	8%	4%	i	0.6%	1%	3%	-2.0	8%	0%
C=CCN(CC=C)C(=O)C(=O)c1ccn(-c2c(C)csc2C(=O)OC)c1	1%	11%	i	1.9%	0%	0%	2.0	-11%	5%
CSc1ccc(NS(=O)(=O)c2ccc(-n3cnnn3)cc2)cc1	?	0%	i	4.0%	0%	2%	0.9	-10%	-2%
O=C(Nc1ccc2c(c1)CCC2)C1CCN(c2ncccn2)CC1	3%	-7%	i	-0.4%	-1%	5%	-0.8	7%	1%
CCOC(=O)c1sc(NC(=O)COc2ccccc2Cl)c(C(=O)OCC)c1C	-27%	-6%	·	1.0%	·	·	·	·	4%
O=C(O)c1ccccc1C(=O)c1ccc(F)c(F)c1	0%	0%	i	-0.5%	·	8%	-2.7	5%	3%
CC[n+]1ccccc1/C=C/c1ccc(N(C)C)cc1	5.8µM*	10µM*	i	2.3%	-7%	10%	-2.4	3%	?
COc1ccc(-c2coc3c(C(=O)Nc4ccc(OC)nc4)cccc23)c(C)c1	·	·	i	4.6%	·	21%	-1.1	8%	-4%
C/C(Cc1ccccc1)=N\NC(=O)CNC(=O)c1cccc(Br)c1	6%	-4%	i	3.4%	2%	7%	1.6	0%	7%
COC(=O)/C=C/c1ccc(OC(=O)OC)c(OC(=O)OC)c1	1%	1%	i	?	1%	0%	0.4	7%	?

Record cards (already shown). Order of values: Nrf2 block	A549 viability	pAkt inh	Nrf2 ARE act	MmCpn inh	EPAC2 agonist	CCT modulator	EPAC2 antagonist	TGFb SMAD3 inh
`COc1ccc(C(=O)C(C)OC(=O)C2CC3CCCC(C2)C3=O)cc1` (centres undefined) is listed with ·	·	i	-0.3%	·	1%	0.4	-10%	-29%
`O=C(Nc1ccc2c(c1)CCC2)C1CCN(c2ncccn2)CC1` is listed with 3%	-7%	i	-0.4%	-1%	5%	-0.8	7%	1%

Arranged by molar mass (largest number first): some entries from above.
structure	Nrf2 block	A549 viability	pAkt inh	Nrf2 ARE act	MmCpn inh	EPAC2 agonist	CCT modulator	EPAC2 antagonist	TGFb SMAD3 inh
CCOC(=O)c1sc(NC(=O)COc2ccccc2Cl)c(C(=O)OCC)c1C	-27%	-6%	·	1.0%	·	·	·	·	4%
O=C(NCc1ccccc1)c1csc(-c2cccnc2)n1	?	-4%	i	-1.2%	-6%	6%	3.5	-2%	17%
CC[n+]1ccccc1/C=C/c1ccc(N(C)C)cc1	5.8µM*	10µM*	i	2.3%	-7%	10%	-2.4	3%	?

(cont.)
structure	Nrf2 block	A549 viability	pAkt inh	Nrf2 ARE act	MmCpn inh	EPAC2 agonist	CCT modulator	EPAC2 antagonist	TGFb SMAD3 inh
Cc1ccc2sc3ccc(NC(=O)c4ccccc4Cl)cc3c(=O)c2c1	?	-7%	i	-0.1%	-5%	2%	0.7	0%	-23%
O=S(=O)(c1ccccc1)N1CCN(CCc2ccccc2)CC1	?	0%	i	0.1%	0%	-7%	-1.4	15%	-15%
CN1C2CCC1CC(NS(=O)(=O)c1cccc(C(F)(F)F)c1)C2 (centres undefined)	2%	7%	i	-0.1%	1%	14%	-2.5	0%	12%
COc1cc(CN2CCN(C(=O)c3cccc4ccccc34)CC2)cc(OC)c1O	6%	5%	i	5.6%	3%	17%	-1.6	5%	6%
CN(C)CCNc1nc(Oc2ccccc2)c2sccc2n1	·	·	i	-0.1%[9.22 µM]	·	3%	-0.7	16%	5%
CCCS(=O)(=O)N1CC(=O)N(c2cccc(Cl)c2C)C(C)(C(=O)NC2CCCC2)C1 (centres undefined)	-26%	7%	·	-0.8%	·	·	·	·	-4%
COc1cc(OC)cc(N2C(=O)CSCC2=O)c1	17%	1%	i	0.3%	1%	4%	1.1	-6%	?
CSCC(C)N1CCC(CCC(=O)NC2CC2)CC1 (centres undefined)	-17%	-1%	·	0.1%	1%	5%	0.8	5%	6%
C=CCN1C(=O)/C(=C2/Sc3ccc(OC)cc3N2CC)SC1=S	1%	-5%	i	0.0%	1%	-48%[inhibitor]	-1.1	16%	46%[activator]
Cc1ccc(NC(=O)C(=O)C2C(=O)Nc3ccccc32)cc1 (centres undefined)	?	-3%	i	0.7%	0%	-11%	-4.5	40%[activator]	-3%
O=C(Nc1ccc2c(c1)OCCO2)c1ccc(Cl)c(S(=O)(=O)N2CCCCC2)c1	?	?	i	-0.7%	-3%	19%	-2.5	-14%	-14%
O=C(CCCCn1c(=O)c2ccccc2n(Cc2ccccc2Cl)c1=O)NCc1ccc2c(c1)OCO2	2%	-2%	·	0.1%	·	·	·	·	-19%
Cc1ccc(/C=C/C2=NN(Cc3ccccc3Cl)C(=O)CC2)cc1	-16%	1%	i	-0.4%	0%	11%	-1.7	-5%	?
COc1ccc(N2CC(O)=C(c3nc(-c4ccc(F)cc4)cs3)C2=N)cc1OC	-28%	-3%	i	0.6%	0%	5%	-0.7	-24%	0%
Cc1ccc2nc(-c3ccco3)c(Cc3cccc(Cl)c3)n2c1	·	·	i	21%	·	23%	-5.0	?	?

Not all compounds are listed; count on the stated rates, not on these rows.
